Growth percent in the NCI-60 one-dose screen (48 h, 10 µM unless noted): 100 = growth as untreated, 0 = no growth, -100 = all killed.
U251: U251 CNS tumor cells. actives 5.4% (n = 80,000). AID 1794753
SK-OV-3: SK-OV-3 ovarian cancer cells. actives 3.2% (n = 80,000). AID 1794785
SF-268: SF-268 CNS cancer cells; actives 3.1% (n = 82,000)
OVCAR-5: OVCAR-5 ovarian cancer | actives 2.9% (n = 82,000) | AID 1794783
PC-3: PC-3 prostate cancer cells | actives 3.9% (n = 80,000)
OVCAR-3: OVCAR-3 ovarian cancer. actives 7% (n = 79,000)
DU-145: DU-145 prostate cancer. actives 4.2% (n = 81,000). AID 1794760
OVCAR-4: OVCAR-4 ovarian cancer cells. actives 3.7% (n = 80,000). AID 1794784
OVCAR-8: OVCAR-8 ovarian cancer; actives 4.4% (n = 81,000)
Starred values were filed as active, the others as inactive; / = not tested or not shown; & = joins results of further samples; [ ] = dose if it differs, or a comment. How the source made its calls: active means growth percent below 10; inactive means the rest. The order is random; any-hit rate near 9.5%.

Below each compound: U251, SK-OV-3, SF-268, OVCAR-5, PC-3, OVCAR-3, DU-145, OVCAR-4, OVCAR-8
1	O=C(O)c1ccc2c(c1N=Nc1c(O)[nH]c(=O)[nH]c1=O)C(=O)c1ccccc1C2=O
→ 102, 104, 101, 101, 96, 107, 119, 120, 104
2	O=C1N/C(=N/N=C(c2ccccc2)c2ccccc2)S/C1=C\c1ccc(Br)cc1
→ 91, 97, 99, 102, 90, 102, 107, 97, 96
3	Clc1ccc(Cn2ccc3nc(Cl)nc(Cl)c32)c(Cl)c1
→ 102, 99, 92, 119, /, 99, 77, 92, 75
4	O=C(Oc1ccccc1)c1cccc(C(=O)Oc2ccccc2)c1
→ 96, 97, 94, 100, 98, 102, /, 116, 101
5	CC(C)OP(=O)(OC(C)C)c1ncc(-c2ccc(C(F)(F)F)cc2)c(NC2CCCCCC2)n1
→ -87*[33.3 µM], 8.7*[33.3 µM], -91*[33.3 µM], -89*[33.3 µM], -68*[33.3 µM], -97*[33.3 µM], -81*[33.3 µM], 2.6*[33.3 µM], 0.1*[33.3 µM]
6	O=C1C=C(c2ccccc2)OC(=O)C1C(=O)c1ccccc1 (stereo not given)
→ 101&100, 98&115, 104&88, 111&97, 87&99, 106, 105&113, 108&108, 107&104
7	O=C(C[n+]1cccc2cc[nH]c21)c1ccc(Br)cc1
→ 92, 91, 85, 89, 89, 82, 100, 93, 101
8	Nc1nc(Nc2ccccc2SSc2ccccc2Nc2nc(N)nc(-c3ccc4ccccc4c3)n2)nc(-c2ccc3ccccc3c2)n1
→ 46, 112, 75, 99, 46, 106, 61, 84, 84
9	COC(=O)c1c2c(n(-c3ccccc3)c1C)C=CCC2
→ 100, 116, 94, 88, 87, 89, 102, 83, /
10	CC1(CO)CCCC1NCCNC1CCCC1(C)CO (stereo not given)
→ 106, 101&111, 105&115, 99&110, 95&91, 112&128, 89&120, 101&90, 102&98
11	O=C(O)CCC(=O)/C=C/c1ccc(O)c(O)c1
→ 116, 104, 111, 101, 81, 115, 116, 105, 113
12	NC(=O)c1c2c(c3c4ccccc4cnn13)C(=O)c1ccccc1C2=O
→ 84, 93, 73, 102, 87, 91, 54, 93, 87
13	O=C(O)CCC(=O)/C=C/c1cc(Cl)ccc1O
→ 101, 101, 109, 101, 92, 103, 110, 103, 98
14	C/C=C(\C)C(=O)O[C@@H]1C2CC3=C4CC(=O)O[C@@H](c5ccoc5)[C@]4(C)CC[C@@H]3[C@@](C)(C2=O)[C@@H](CC(=O)OC)C1(C)C
→ 86, 99, 91, 99, 79, 108, 107, 87, 98
15	CC(=O)Nc1ccc(/C=N/N2CCCCCC2)cc1
→ 90, 100, 99, 97, 109, 99, 102, 99, 101

(more compounds)
Below each compound: U251, SK-OV-3, SF-268, OVCAR-5, PC-3, OVCAR-3, DU-145, OVCAR-4, OVCAR-8
16	NC(=O)CC[n+]1ccccc1
→ 98, 97, 105, 96, 85, 117, 107, 111, 103
17	CCOC(=O)c1cc(-c2ccc(Cl)cc2)n(-c2cccc(CO)c2)c1C
→ 95, 110, 89, 86, 98, 109, 101, 96, 94
18	COc1ccc(C(=O)/C=C/c2ccccc2)cc1S(=O)(=O)Nc1cccnc1
→ 48, 106, 89, 95, 85, 50, 52, 93, 86
19	COc1ccc(C(=O)c2nccc3cc(OC)c(OC)cc23)cc1OC
→ 99, 108, 89, 86, 96, 87, 104, 108, 94
20	CCc1cc2c(cc1Cl)nc1c(=O)[nH]c(=O)nc-1n2CCOCC(C)C
→ 74, 111, 80, 120, 69, /, 95, 44, 59
21	OC(c1ccccc1)C(Cc1ccccc1)N1CCOCC1 (stereo not given)
→ 101, 102, 102, 89, 102, 110, 112, /, 103
22	Cc1ccc(NC(=O)CSc2nnc3n(Cc4ccccc4)c(=O)c4c(C)c(C(N)=O)sc4n23)cc1
→ 38, -7.7*, 56, 76, 81, 9.6*, 39, -62*, /
23	COc1ccc(-c2nnc(SCC(=O)Nc3nc(-c4ccccc4)cs3)o2)cc1OC
→ 91, 89, 85, 78, 73, 91, 96, 92, 86
24	CCOC(=O)c1cnn(-c2nc(-c3ccc(Cl)cc3)c(C#N)c(N3CCOCC3)n2)c1N
→ 100, 101, 92, 97, 96, 103, 99, 81, 97
25	COc1cc(CNC(=O)/C=C/c2ccccc2)ccc1OCC(=O)NO
→ 101, 99, 101, 102, 91, 104, 103, 108, 98
26	O=[N+]([O-])C1C(c2ccccc2)C12c1ccccc1-c1ccccc12 (stereo not given)
→ -15*, 2.2*, 29, 24, 12, -31*, -37*, 57, -28*
27	FC(F)(F)c1nnc2n1NCCCS2
→ 99, 101, 103, 105, 95, 114, 112, 104, 104
28	O=S(=O)(O)c1ccc2c(c1)Sc1cc(S(=O)(=O)O)ccc1O2
→ 102, 107, 112, 92, 99, 122, 116, 110, 104
29	COc1cc2c(C#N)n3c(c2cc1OC)C(=O)C(c1ccccc1)Oc1ccccc1-3 (stereo not given)
→ 24, 98, 43, 69, 33, 53, 73, 16, 18
30	O=C(c1ccccc1)c1c(/C=C/c2ccccc2)nc2ccccc2c1/C=C/c1ccc(Br)cc1
→ 96, 96, 92, 103, 90, 89, 105, 88, 102

Part of the list above, as a markdown table.
| nr | Structure | U251 | SK-OV-3 | SF-268 | OVCAR-5 | PC-3 | OVCAR-3 | DU-145 | OVCAR-4 | OVCAR-8 |
| --- | --- | --- | --- | --- | --- | --- | --- | --- | --- | --- |
| 19 | COc1ccc(C(=O)c2nccc3cc(OC)c(OC)cc23)cc1OC | 99 | 108 | 89 | 86 | 96 | 87 | 104 | 108 | 94 |
| 20 | CCc1cc2c(cc1Cl)nc1c(=O)[nH]c(=O)nc-1n2CCOCC(C)C | 74 | 111 | 80 | 120 | 69 | / | 95 | 44 | 59 |
| 21 | OC(c1ccccc1)C(Cc1ccccc1)N1CCOCC1 (stereo not given) | 101 | 102 | 102 | 89 | 102 | 110 | 112 | / | 103 |
| 22 | Cc1ccc(NC(=O)CSc2nnc3n(Cc4ccccc4)c(=O)c4c(C)c(C(N)=O)sc4n23)cc1 | 38 | -7.7* | 56 | 76 | 81 | 9.6* | 39 | -62* | / |
| 23 | COc1ccc(-c2nnc(SCC(=O)Nc3nc(-c4ccccc4)cs3)o2)cc1OC | 91 | 89 | 85 | 78 | 73 | 91 | 96 | 92 | 86 |

(next part)
Below each compound: U251, SK-OV-3, SF-268, OVCAR-5, PC-3, OVCAR-3, DU-145, OVCAR-4, OVCAR-8
31	CNC1=C([N+](=O)[O-])C(c2ccccc2Cl)C(C#N)=C(c2cccs2)O1 (stereo not given)
→ 99, 105, 97, 107, 97, 99, 111, 105, 103
32	COc1cc(-c2nc(SCCC(C)C)nc(-n3ccnc3)c2C#N)cc(OC)c1OC
→ 99, 106, 102, 103, 85, 107, 91, 87, 98
33	COc1ccc(-c2nn(-c3ccccc3)cc2/C=C2/SC(=S)N(C)C2=O)cc1
→ 8.9*, 91, 99, 76, 85, 53, 91, -24*, 50
34	Nc1nc2c(-c3ccc([N+](=O)[O-])cc3)nnn2c2cccc(Cl)c12
→ 97, 101, /, 114, 89, 103, 103, 98, 103
35	NC(=O)c1cccc(-n2ccc3cc(NC(=O)Nc4ccccc4)ccc32)n1
→ 100, 122, 98, 105, 103, 117, 106, 102, 100
36	c1ccc(Cn2cc3c(c2)-c2nc(Nc4ccccc4)ncc2CC3)cc1
→ 69[100 µM], 63[100 µM], 77[100 µM], 83[100 µM], 73[100 µM], 86[100 µM], 83[100 µM], 63[100 µM], 67[100 µM]
37	CCc1nc2c(=O)[nH]cnc2o1
→ 99, 110, 103, 107, 99, 111, 112, 96, 111
38	O=C(O)COc1cccc(C(=O)/C=C/c2ccc3c(c2)OCO3)c1
→ 103, 107, 109, 125, 108, 117, 110, 107, 104
39	CCCCNC(=S)NNC(=O)c1ccc(OCc2nc3ccc(Cl)cc3[nH]2)cc1
→ 92, 99, 69, 99, 72, 91, 88, 58, 86
40	Cc1ccccc1NC(=O)Nc1nc2ccc([N+](=O)[O-])cc2s1
→ 3.3*, -19*, 19, 17, 2.8*, 10, 20, 3.6*, 9.6*
41	Cc1ccc2[nH]c(O)c(N=Nc3nc(-c4ccc(Cl)cc4)c(C#N)c(=O)[nH]3)c2c1
→ 106, 101, 99, 107, 98, 107, 114, 109, 99
42	S=c1n(CN2CCCC2)nc(-c2ccccc2)n1-c1ccccc1
→ 97, 103, 105, 96, 89, 104, 110, 93, 97
43	CCOC(=O)C(C(=O)OCC)C1CCCCC1
→ 86, 108, 99, 105, 94, 110, 107, 102, 102
44	CC(=O)N[C@H]1CC[C@H]2[C@@H]3CCC4=CC(=O)CC[C@]4(C)[C@H]3CC[C@]12C
→ 100, 104, 100, 95, 89, 116, 117, 99, 107
45	CC1=C(C)C(=O)C(Nc2ccccc2)=C(Br)C1=O
→ 98, 104, 95, 99, 99, 111, 102, 91, 98

Continued.
Below each compound: U251, SK-OV-3, SF-268, OVCAR-5, PC-3, OVCAR-3, DU-145, OVCAR-4, OVCAR-8
46	NNC(=O)CCCCCC(=O)NN
→ 106, 99, 107, 106, 96, 113, 111, 95, 101
47	Nc1ccc(N=Nc2ccc(S(=O)(=O)O)cc2)cc1S(=O)(=O)O
→ 96&100, 106&105, 103&95, 107&101, 74&92, 210&108, 104&112, 88&118, 80&96
48	COc1ccc(NC(C)=O)cc1[N+](=O)[O-]
→ 105, 99, 95, 109, 103, 97, 103, 106, 107
49	C[C@@H]1CCCN1Cc1nc2ccc(NC(=O)c3ccc4c(cnn4C)c3)cc2[nH]1
→ 100, 89, 98, 112, 106, 109, 108, 107, 107
50	COc1ccc(OC)c(/C=C2/C(=O)/C(=C/c3cc(OC)ccc3OC)C3CCC2N3C)c1
→ 47, 93, 81, 108, 63, 83, 85, 78, 70
51	C[C@H]1[C@H](NC(=O)/C(=N/OC(C)(C)C(=O)O)c2csc(N)n2)C(=O)N1S(=O)(=O)O (stereo in doubt)
→ 102, 117, 111, 99, 92, 109, 113, /, 102
52	COC(=O)CCCC(=O)NCc1ccc(Cl)cc1Cl
→ 97, 86, 99, 106, 90, 103, 104, 111, 93
53	CC(=O)COc1ccc(/C=C2\CCCC3C2=NNC3c2ccc(OCC(C)=O)cc2)cc1 (stereo not given)
→ 98, /, 99, 97, 97, 110, 107, 117, 105
54	NS(=O)(=O)c1ccc(Nc2nc(Nc3ccccc3)nc(-n3nc(-c4ccc(Cl)cc4)cc3-c3ccccn3)n2)cc1
→ 71, 118, 79, 105, 69, 68, 76, 96, 67
55	CSc1ccc(NCc2cn(-c3ccc(C(F)(F)F)cc3)nc2-c2ccc(C(=O)O)cc2)cc1
→ 88, 104, 93, 108, 93, 105, 101, 92, 92
56	Cc1cc(C)c(C#CC(=O)O)c(C)c1C
→ 92, 62, 94, 112, 77, 104, 110, 94, 86
57	C=C(C)CCC(=C)C
→ 99, 116, 101, 108, 99, 102, 100, 108, 102
58	O=C(OCc1ccc([N+](=O)[O-])o1)c1ccc(Cl)cc1
→ /, 106, 115, 99, 95, 119, 119, 92, 94
59	C[C@@H]1N=C(c2ccc(N(C)C)cc2)Nc2nc3ccccn3c2C1=O
→ 95, 91, 103, 91, 82, 101, 109, 92, 88
60	CCN(CC)Cc1cc(O)c(CN(CC)CC)cc1O
→ 105, 100, 105, 107, 105, 118, 121, 118, 98

Following part.
Below each compound: U251, SK-OV-3, SF-268, OVCAR-5, PC-3, OVCAR-3, DU-145, OVCAR-4, OVCAR-8
61	O=C1OCC2=C1C(c1ccncc1)c1cc3c(cc1N2CCO)OCO3 (stereo not given)
→ 97, 87, 98, 100, /, 105, 107, 100, 99
62	CCN(CC)c1cccc(S(=O)(=O)O)c1
→ 111, 104, 109, 107, /, /, 119, /, 109
63	COc1ccccc1CNc1nc(N)nc2[nH]c3ccc(O)cc3c12
→ 37, 73, 65, 76, 65, 45, 91, 80, 54
64	CC1(C)CC[C@]2(C(=O)NCCCCCCN(CCCN)CCCN)CC[C@]3(C)C(=CC[C@@H]4[C@@]5(C)CC[C@H](O)C(C)(C)[C@@H]5CC[C@]43C)[C@@H]2C1
→ 94, 114, 97, 97, 103, 106, 107, 109, 99
65	O=c1c2cc(F)ccc2sc2c(NCCCN3CCOCC3)nc3ccccc3c12
→ 102, 95, 90, 100, 98, 114, 108, 103, 101
66	CC(=O)C1=C(C)NC(=O)NC1c1ccc2c(c1)OCO2 (stereo not given)
→ 100, 103, 107, 102, 99, 115, 118, 108, 103
67	CC(=O)Nc1cc2c(c([N+](=O)[O-])c1C)C(C)(C)CC2(C)C
→ 104, 109, 89, 94, 97, 104, 113, 104, 101
68	CC(=O)OCC1CCCC(C)C1COC(C)=O (stereo not given)
→ 101, 106, 106, 94, 87, 111, 110, 95, 91
69	CCCOC(=O)O[C@H]1CC[C@@]2(C)C(=CC[C@H]3[C@@H]4CC[C@H]([C@H](C)CCCC(C)C)[C@@]4(C)CC[C@@H]32)C1
→ 100, 90, 104, 113, 95, 99, 110, 106, 103
70	O=C(CCCCCCCCC(=O)N(C1CCCCC1)C1CCCCC1)N(C1CCCCC1)C1CCCCC1
→ 51, 76, 75, 72, 25, 41, 70, 51, 53
71	COc1ccc(-c2cc(C(=O)N3CCN(C(=O)c4ccccc4NCc4ccc5c(c4)OCO5)CC3)nc3cc(-c4ccccc4)nn23)cc1OC
→ 92, 109, 106, 93, 86, 113, 122, 102, 95

Screens (PubChem BioAssay)
